# FBW7 act = human FBW7 E3 ligase activation, primary screen. AlphaScreen FBW7–phospho-cyclin E peptide binding, activator screen. normalized activity (activation), % at 26.1 µM. hit rate 0.13% among 650,000. AID 1259310; in the data active means normalized activity above about 1.9%;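 further: purified mutant Fbw7 with reduced substrate affinity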
# TEAD-YAP block = TEAD-YAP interaction inhibition. HEK-TIYL cells, TEAD-Gal4/YAP UAS-luciferase luminescence. inhibition, % at 9.12 µM. hit rate 1.4% among 640,000; in the data active means inhibition above about 32%;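 further: 0% = median of test compound wells and 100% = reference inhibitor wells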
# GPR151 ag = human GPR151 activation; Q8TDV0; PathHunter beta-arrestin GPR151 cells, luminescence; activation, % at 11.2 µM; hit rate 1% among 650,000; AID 1508602; in the data active means activation above about 4.9%;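 further: 0% = median of compound wells and 100% = cells with positive control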
# Target sequence (Q8TDV0 whole entry, looked up): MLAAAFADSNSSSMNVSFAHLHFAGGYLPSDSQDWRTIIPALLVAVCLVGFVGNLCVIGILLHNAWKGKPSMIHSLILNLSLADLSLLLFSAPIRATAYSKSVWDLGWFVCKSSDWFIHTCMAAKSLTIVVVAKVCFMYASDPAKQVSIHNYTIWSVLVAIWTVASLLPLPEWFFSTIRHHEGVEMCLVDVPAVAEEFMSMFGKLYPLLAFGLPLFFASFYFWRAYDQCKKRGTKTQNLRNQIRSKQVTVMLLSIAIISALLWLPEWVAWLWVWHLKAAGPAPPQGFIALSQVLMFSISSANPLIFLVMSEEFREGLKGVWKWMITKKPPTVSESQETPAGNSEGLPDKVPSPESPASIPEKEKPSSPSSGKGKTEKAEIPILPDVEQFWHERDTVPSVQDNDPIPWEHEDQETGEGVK
# MITF primary = human MITF inhibition, primary screen; hit rate 0.91% among 650,000; O75030; inhibition, % at 2.6 µM; AlphaScreen MITF homodimerization, bead proximity signal; in the data active means inhibition above about 50%;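 further: 0% = vehicle wells with protein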
# Target sequence (O75030 whole entry, looked up): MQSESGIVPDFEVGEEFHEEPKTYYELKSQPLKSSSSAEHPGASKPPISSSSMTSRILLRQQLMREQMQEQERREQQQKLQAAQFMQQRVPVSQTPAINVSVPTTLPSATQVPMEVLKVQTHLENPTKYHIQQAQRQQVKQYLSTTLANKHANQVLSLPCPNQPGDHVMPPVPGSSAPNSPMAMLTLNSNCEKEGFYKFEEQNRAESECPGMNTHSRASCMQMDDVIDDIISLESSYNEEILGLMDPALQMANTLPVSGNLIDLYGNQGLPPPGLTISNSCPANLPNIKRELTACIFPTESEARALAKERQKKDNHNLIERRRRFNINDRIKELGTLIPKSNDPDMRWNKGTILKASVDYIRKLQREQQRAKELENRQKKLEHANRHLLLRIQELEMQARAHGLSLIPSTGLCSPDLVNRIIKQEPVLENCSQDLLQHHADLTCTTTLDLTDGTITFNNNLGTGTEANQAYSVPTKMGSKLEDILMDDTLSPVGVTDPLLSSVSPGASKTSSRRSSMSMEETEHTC
# * = called active by the depositor; nt = no result given.
SMILES,FBW7 act,TEAD-YAP block,GPR151 ag,MITF primary
CC1C2CC(C/C2=N/NC(=O)c2cccs2)C1(C)C (stereo not drawn),-0.1,-64.8,-1.7,19.0
O=[N+]([O-])c1cccc2c1nnn2C(CO)OCCO (stereo not drawn),0.3,1.5,0.2,15.0
COc1ccc(-n2nnc3c(=O)n(Cc4ccccc4F)cnc32)cc1OC,-0.1,5.5,0.9,-1.1
CCOc1cc(C(=O)NCCC(C)C)cc(OCC)c1OCC,0.0,1.9,-0.1,10.5
C=CCc1cccc(/C=N/NC(=O)CNc2ccc(OCC)cc2)c1O,0.1,8.4,1.2,6.5
CCOc1ccccc1NC(=O)C1=C(C)NC(=O)NC1c1ccc(N(C)C)cc1 (stereo not drawn),0.0,5.4,-0.2,-6.9
CCn1nc(C)c(CN2CCN(Cc3ccsc3)C(CCO)C2)c1C (stereo not drawn),0.1,5.9,-0.2,8.8
CCn1nc([N+](=O)[O-])c(C(C#N)c2nc3ccccc3o2)c(Cl)c1=O (stereo not drawn),-0.6,5.4,-0.5,17.6
COc1cc(NC(=O)c2cc(C(C)C)on2)cc(OC)c1OC,-0.1,7.4,-0.4,-2.8
O=C(Nc1cc(F)ccc1[N+](=O)[O-])c1c(F)cccc1F,-0.1,1.2,1.7,-5.0
CCC(C)NC(=O)c1cnn2c(C)c(Cc3ccccc3Cl)c(C)nc12 (stereo not drawn),-0.1,0.9,0.4,11.7
COc1cccc(OC)c1C(=O)N1CCN(Cc2ccccc2Br)CC1,-0.1,10.1,0.9,63.1*
Cc1c(-c2ccc(Cl)cc2)noc1C1CCN(CCc2ccccc2)CC1,-0.1,nt,8.2*,8.7
CCOc1nc(-c2ccccc2)c2cc(Cl)ccc2n1,-0.1,5.1,0.3,17.7
O=C(/C=C/Nc1cccc([N+](=O)[O-])c1)c1cccs1,0.0,-37.1,-1.3,3.4
O=C1C=C(c2ccccc2)OC(c2ccc(OCc3ccccc3F)cc2)O1 (stereo not drawn),0.2,-11.3,-6.2,-3.3
c1ccc(Nc2nc3nonc3nc2N2CCCCCC2)cc1,0.0,37.1*,1.8,-8.4
Cc1ccc2c(c1)-c1c(ssc1=S)C(C)(C)N2C(=O)Nc1ccc(Cl)cc1,-0.2,-8.7,-0.5,9.3
O=C(CCOc1ccccc1)N1CCC[C@@H]2CN(Cc3ccsc3)CC[C@H]21,-0.2,3.0,1.3,-2.6
CC(C)=CCCC1(C)OC(=O)N(CC(=O)O)C1(C)O (stereo not drawn),0.0,-10.4,4.0,-27.6
Cc1ccccc1C1=N/C(=C/c2cccnc2)C(=O)O1,0.1,1.5,0.9,-4.9
CCOc1ccc(N2C(=O)CC(N(Cc3ccc(Cl)cc3)C(=O)c3ccc(Cl)cc3)C2=O)cc1 (stereo not drawn),0.1,5.2,3.6,8.1
Cc1cn2cc(C(=O)NCCc3ccccn3)nc2s1,-0.2,-2.3,0.0,6.7
CCc1ccc(/C=N\N2CCN(c3ccccn3)CC2)cc1,0.0,-30.6,-0.3,-11.6
Cc1ccc(NC(=O)CC(C)S(=O)(=O)c2ccc3c(c2)OCC(=O)N3)c(C)c1 (stereo not drawn),0.3,-4.8,-0.9,8.1
Cc1ccc(NC(=S)N(Cc2ccccn2)Cc2ccccc2Cl)cc1,-0.1,3.3,1.1,5.9
COc1ccc(C(C)(C)C)cc1NC(=O)Nc1ccc(OC)c(OC)c1,0.8,6.2,0.1,11.7
COC(=O)c1ccc(/C=N/NC(=O)c2cccc(F)c2)cc1,0.1,-57.9,-3.7,14.2
COc1ccc(C2/C(=C(/O)c3ccc(Cl)cc3)C(=O)C(=O)N2CCCN(C)C)cc1OC (stereo not drawn),0.0,-0.3,-2.6,-13.7
CN(C)C(=O)CN1c2cccc3cccc(c23)S1(=O)=O,0.1,-5.7,-1.1,-1.3
Cc1nnc(N2C(=O)C(O)=C(C(=O)c3cccs3)C2c2ccc(Cl)cc2)s1 (stereo not drawn),-0.3,-0.9,-0.5,4.4
COc1ccc(N(CC(=O)NCc2ccccc2)S(=O)(=O)c2ccccc2)c(OC)c1,-0.3,-2.7,1.0,-3.2
CCC(=O)NC1=NC(=O)/C(=C/c2ccc(-c3ccccc3F)o2)S1,0.1,-4.6,-0.5,5.0
O=C1OCCC1OC(=O)C(c1ccccc1)c1ccccc1 (stereo not drawn),0.0,0.5,-0.8,-0.1
CCOC(=O)c1ccc(CNC2CCN(c3nc(C)c4cc5c(cc4n3)CCC5)CC2)o1,0.2,-10.5,0.5,-8.2
CNCCOc1cccc(C(F)(F)F)c1,1.2,6.4,-0.8,48.6
Cc1c(C(N)=O)sc2ncn(Cc3ccccc3F)c(=O)c12,-0.2,-2.4,1.9,10.5
C[C@H]1CN(C(=O)c2[nH]ncc2Br)[C@@H](C)CN1Cc1ccco1,0.0,12.2,0.5,14.8
Cc1ccc(-c2ncn(-c3ccc(Nc4nccc(-c5ccc(=O)[nH]c5)n4)cc3)n2)cn1,0.1,7.9,-0.8,13.4
CCOC(=O)c1sc2ncnc(N3CCN(Cc4ccc5c(c4)OCO5)CC3)c2c1C,-0.1,-6.1,-0.6,4.9
CCN(CC)C(=S)SCC(=O)Nc1cccc(C(F)(F)F)c1,0.5,-9.4,0.1,5.8
CCCCCCOc1ccc(C(=O)O)cc1OC,0.1,20.8,-11.6,-2.1
O=C(Nc1ccccc1N1CCOCC1)c1ccc2c(c1)C(=O)N(Cc1ccncc1)C2=O,-0.1,7.8,0.2,6.0
CCC(CO)NCc1ccc(SC)cc1 (stereo not drawn),0.1,2.0,-0.8,7.5
COc1ccc(NC(=O)c2ccc([N+](=O)[O-])cc2[N+](=O)[O-])c(OC)c1,0.0,12.1,0.8,-0.6
Nc1cc(C(=O)OCC(=O)c2c[nH]c3ccccc23)ccc1Cl,0.0,-4.3,1.3,-1.3
Cc1cc2nc(Cc3ccc(OC(F)F)cc3)c(=O)n(C)c2cc1C,0.0,-6.9,-0.8,-2.9
O=C(COc1ccc(F)cc1)Nc1nccs1,-0.6,-15.9,-8.5,6.7
CC(C)=CCN1CCN(Cc2ccc(-n3cccn3)cc2)CC1CCO (stereo not drawn),-0.1,2.8,2.7,-7.7
COC(=O)c1ccc(CSc2nc(=N)ss2)cc1,0.1,2.2,-1.0,4.0
CS(=O)(=O)N1CCN(C(=O)/C=C/c2ccco2)CC1,0.1,-2.5,1.5,12.1
Cc1cc(Oc2cc(NC(=O)CCCn3c4ccccc4c(=O)c4ccccc43)cc([N+](=O)[O-])c2)ccc1Cl,0.1,0.9,-0.1,2.9
COc1ccccc1/C=N/NC(=O)COc1cccc(Br)c1,0.0,3.9,0.3,0.5
c1ccc(CNc2nc(-c3ccccc3)nc3c2ncn3-c2ccccc2)cc1,0.2,5.0,0.8,4.5
O=C(NCCc1ccccc1)C1CC(=O)N(c2ccc(Cl)c(Cl)c2)C1 (stereo not drawn),0.4,-17.7,-0.6,3.3
O=C(CN(c1cc(C(F)(F)F)ccc1Cl)S(=O)(=O)c1ccccc1)NCCc1ccccc1,0.5,2.5,0.4,9.4
COc1cccc(C(=O)N2CCN(S(=O)(=O)c3ccc4ccccc4c3)CC2)c1OC,0.0,-5.5,-1.8,11.6
CCC(SC1=NC(=O)C(c2ccccc2)C(=O)N1)C(=O)Nc1sc2c(c1C#N)CCCC2 (stereo not drawn),-0.2,-10.8,-0.6,13.0
CC(C)OC(=O)c1nnn(-c2nonc2N)c1CN1CCN(c2ccccn2)CC1,-0.1,10.4,0.9,0.7
CCOC(=O)c1cc(NC(=O)CSc2ncnc3sc(C)c(C)c23)cc(C(=O)OCC)c1,0.0,-0.5,-0.1,8.9

# The listing continues.
SMILES,FBW7 act,TEAD-YAP block,GPR151 ag,MITF primary
COc1cc(-c2cn[nH]c2)ccc1C(=O)NCc1cccs1,0.0,-12.5,0.7,9.9
CCCCC[C@H](O)/C=C/[C@@H]1[C@H](CCCCCCC(=O)O)[C@@H](O)C[C@H]1O,nt,nt,-0.6,3.7
CCN(CC)C(=O)C12CCC(C)(C(=O)O1)C2(C)C (stereo not drawn),-0.1,1.9,-0.1,3.1
COc1ccc(C2C(C(=O)OC(C)C)=C(C)NC(C)=C2C(=O)OC(C)C)cc1OC,1.1,-5.6,-0.5,-2.7
CCOC(=O)c1c(-c2ccccc2)oc2ccc(N(C(=O)Oc3ccccc3)S(=O)(=O)c3ccccc3)cc12,0.0,1.6,1.1,5.4
CN1CCN(Cc2cc(O)ccc2[N+](=O)[O-])CC1,0.5,-4.0,-0.1,12.3
CCCN(C(=O)C(=O)Nc1ccc2nc3n(c(=O)c2c1)CCCCC3)c1ccc(F)cc1,0.0,6.7,-0.5,-9.4
Brc1ccc(/C=N/N2CCN(Cc3ccccc3)CC2)s1,-0.2,11.5,0.7,-5.6
CCOC(=O)CSc1cc(C)nc2ccccc12,0.0,-7.0,-0.5,-9.2
Cc1ccc(OCC(=O)Nc2ccccc2C(F)(F)F)c(Br)c1,0.0,-28.9,0.2,-1.3
Cn1c(=O)n(Cc2c(F)cccc2Cl)c(=O)c2c1nc1n2CCN1c1ccccc1,0.8,9.8,-2.3,8.1
O=C(Nc1ccc(Cl)cc1C(F)(F)F)c1cc2nc(-c3ccc4c(c3)OCO4)cc(C(F)(F)F)n2n1,0.3,-2.6,1.9,9.6
CCOC(=O)c1[nH]c(C)c(C(=O)NCCCc2ccccc2)c1C,-0.1,-22.5,-1.0,-22.1
Cc1ccc(C(C/C(=C\c2cccnc2)C[Si](C)(C)C)NC2CC2)o1 (stereo not drawn),-0.3,-0.3,-1.1,-0.6
CN(C)S(=O)(=O)c1cccc(C(=O)C(C#N)c2nc3ccccc3s2)c1 (stereo not drawn),-0.1,-19.8,-2.7,5.4
CCOC(=O)c1c(NC(=O)CCC(=O)Nc2sc(C)c(C)c2C(=O)OCC)sc(C)c1C,0.0,-3.7,-0.8,6.3
CCOC(=O)N1CCN(c2cc(-c3cncc(-c4cccs4)c3)nc(C)n2)CC1,0.1,1.9,-0.1,7.8
CN1/C(=C\C(=O)COC(=O)c2ccco2)C(C)(C)c2ccccc21,0.4,-5.0,-1.9,5.9
CCCCCNC(=O)CCC1=NS(=O)(=O)c2ccccc2N1,0.1,8.6,-0.2,10.8
COc1ccc(-n2nc3cc(C)c(NC(=O)c4cc5ccccc5cc4OC)cc3n2)cc1,-0.1,4.0,0.9,-2.3
COc1ccc(CCNC(=O)CC2C(=O)NCCN2C2CCCC2)cc1OC (stereo not drawn),0.3,2.4,-1.3,8.7
COc1ccc(CCc2nnc(CCC(=O)NCC(F)(F)F)o2)cc1,0.2,-37.0,-0.3,14.2
Cc1cc(-c2cnc(N3CCOCC3)nc2C2CCN(Cc3ccnn3C)CC2)on1,0.4,-12.8,-0.2,3.4
O=C(Nc1ccc(Br)cc1)/C(=C\c1ccco1)NC(=O)c1ccc(Cl)cc1,0.0,-12.3,0.5,-13.5

# One compound at a time, as listed above. Screens in order: FBW7 act, TEAD-YAP block, GPR151 ag, MITF primary
# Record of `COc1ccc(CCNC(=O)CC2C(=O)NCCN2C2CCCC2)cc1OC` (stereo not drawn) = 0.3, 2.4, -1.3, 8.7
# Record of `CCCCCNC(=O)CCC1=NS(=O)(=O)c2ccccc2N1` = 0.1, 8.6, -0.2, 10.8
# Record of `CCOC(=O)N1CCN(c2cc(-c3cncc(-c4cccs4)c3)nc(C)n2)CC1` = 0.1, 1.9, -0.1, 7.8
# Record of `Cc1cc(-c2cnc(N3CCOCC3)nc2C2CCN(Cc3ccnn3C)CC2)on1` = 0.4, -12.8, -0.2, 3.4
# Record of `O=C(Nc1ccc(Br)cc1)/C(=C\c1ccco1)NC(=O)c1ccc(Cl)cc1` = 0.0, -12.3, 0.5, -13.5

# Additional entries:
SMILES,FBW7 act,TEAD-YAP block,GPR151 ag,MITF primary
COCCN1C(=O)c2ccccc2C(C(=O)Nc2cccc(C)n2)C1c1ccc(F)cc1 (stereo not drawn),-0.1,-4.5,-1.5,0.0
CC1=C(C)CC2C(=O)N(c3ccc(N4CCOCC4)cc3)C(=O)C2C1 (stereo not drawn),-0.1,2.2,-0.2,-16.4
CCc1ccc(OCc2nc(-c3ccc(Cl)cc3)no2)cc1,0.2,7.6,-0.2,-1.4
CCOc1cccc2cc(C(N)=O)c(=Nc3ccc(F)cc3)oc12,0.3,-1.3,3.4,26.8
COC(=O)c1ccccc1Oc1c([N+](=O)[O-])c(C)nn1-c1ccccc1,-0.1,23.2,-0.9,2.1
O=C(CN1CCOCC1)Nc1nonc1NC(=O)CN1CCOCC1,0.0,6.0,-1.4,-10.8
CN1C(=O)c2c(F)cc([N+](=O)[O-])cc2S1=O (stereo not drawn),0.0,-13.3,-0.7,-3.0
O=c1cc(CO)oc(C(Nc2ccccc2Cl)c2ccccn2)c1O (stereo not drawn),0.0,4.1,0.7,2.7
C/C(=N\Nc1ccc(Cl)c(C(=O)O)c1)c1ccc(-n2ccnc2)cc1,-0.4,-14.1,0.9,16.7
COc1ccccc1N1CCN(C(=O)CN2C(=S)NC(C)(C)CC2C)CC1 (stereo not drawn),-0.1,-2.6,1.3,-8.3
CCCc1ccc(OCC(=O)N/N=C\c2cc(OC)ccc2O)cc1,-0.1,6.8,2.8,-18.6
CCNc1ncc(C(=O)Nc2ccccc2)s1,0.1,-39.2,-3.7,-3.1
COC(=O)C1=C(C)Nc2nc(SC)nn2C1c1ccco1 (stereo not drawn),0.2,10.4,-0.7,0.0
CCc1ccccc1N(CC(=O)NC1CC1)S(=O)(=O)c1ccccc1,0.2,-10.5,3.8,9.6
O=C(CNC(=O)c1cccs1)NCCN1CCN(Cc2ccccc2)CC1,0.0,5.1,0.6,1.7

# High-throughput results deposited in PubChem BioAssay by The Scripps Research Institute Molecular Screening Center.

# Rows were taken by chance; overall some 3.4% were active at least once.
